GPR151 activ: activates the human receptor GPR151; activation, % at 11.2 µM; AID 1508602; hit rate 1% among 650,000; PathHunter beta-arrestin GPR151 cells, luminescence; in the data active = activation above about 4.9%;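 note: 0% = median of compound wells and 100% = cells with positive control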
Target sequence (Q8TDV0 whole entry, looked up): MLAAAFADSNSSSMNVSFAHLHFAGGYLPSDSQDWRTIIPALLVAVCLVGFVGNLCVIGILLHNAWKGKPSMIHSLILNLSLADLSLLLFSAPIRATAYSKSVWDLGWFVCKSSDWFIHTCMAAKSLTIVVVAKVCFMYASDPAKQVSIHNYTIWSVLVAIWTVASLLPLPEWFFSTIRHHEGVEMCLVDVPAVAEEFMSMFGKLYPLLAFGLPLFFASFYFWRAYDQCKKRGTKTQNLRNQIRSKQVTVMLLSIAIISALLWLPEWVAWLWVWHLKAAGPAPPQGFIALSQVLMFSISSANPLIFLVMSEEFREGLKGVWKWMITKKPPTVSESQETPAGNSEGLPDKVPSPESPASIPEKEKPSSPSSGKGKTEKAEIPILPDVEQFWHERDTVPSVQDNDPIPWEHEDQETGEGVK
MITF inh: inhibitors of human MITF; AID 1259374; O75030; AlphaScreen MITF homodimerization, bead proximity signal; inhibition, % at 2.6 µM; hit rate 0.91% among 650,000; in the data active = inhibition above about 50%;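 note: 0% = vehicle wells with protein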
TEAD-YAP block: TEAD-YAP interaction inhibition | HEK-TIYL cells, TEAD-Gal4/YAP UAS-luciferase luminescence | inhibition, % at 9.12 µM | hit rate 1.4% among 640,000 | AID 1259422; in the data active = inhibition above about 32%;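 note: 0% = median of test compound wells and 100% = reference inhibitor wells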
FBW7 act: human FBW7 E3 ligase activation, primary screen. Q969H0. AlphaScreen FBW7–phospho-cyclin E peptide binding, activator screen. normalized activity (activation), % at 26.1 µM. hit rate 0.13% among 650,000; in the data active = normalized activity above about 1.9%;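 note: purified mutant Fbw7 with reduced substrate affinity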
Target sequence (Q969H0 whole entry, looked up): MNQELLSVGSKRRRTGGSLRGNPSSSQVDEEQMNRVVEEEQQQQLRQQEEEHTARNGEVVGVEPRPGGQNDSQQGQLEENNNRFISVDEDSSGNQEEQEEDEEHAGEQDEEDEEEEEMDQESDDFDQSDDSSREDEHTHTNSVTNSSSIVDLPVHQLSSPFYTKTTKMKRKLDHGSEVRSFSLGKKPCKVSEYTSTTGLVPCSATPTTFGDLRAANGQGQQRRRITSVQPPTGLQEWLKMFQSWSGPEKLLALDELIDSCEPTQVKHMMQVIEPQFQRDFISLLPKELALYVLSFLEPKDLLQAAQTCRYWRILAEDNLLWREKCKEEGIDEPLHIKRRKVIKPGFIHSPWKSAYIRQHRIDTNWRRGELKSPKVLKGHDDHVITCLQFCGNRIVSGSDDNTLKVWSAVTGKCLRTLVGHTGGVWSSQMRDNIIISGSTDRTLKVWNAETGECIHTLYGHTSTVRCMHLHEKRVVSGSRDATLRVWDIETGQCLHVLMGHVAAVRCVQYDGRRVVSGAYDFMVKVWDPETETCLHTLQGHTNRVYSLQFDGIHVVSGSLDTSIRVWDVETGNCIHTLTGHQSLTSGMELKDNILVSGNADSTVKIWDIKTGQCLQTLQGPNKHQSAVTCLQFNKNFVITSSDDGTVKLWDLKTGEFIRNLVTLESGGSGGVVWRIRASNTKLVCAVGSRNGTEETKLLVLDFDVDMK
An asterisk follows results filed as active; nt = no result given.

SMILES	GPR151 activ	MITF inh	TEAD-YAP block	FBW7 act
O=S(=O)(Nc1ccc(CSc2ccccc2)cc1)c1ccc2c(c1)OCCO2	2.9	3.8	0.2	-0.1
O=C(Nc1ccc(F)cc1)NC1CCN(CC(=O)c2ccc(F)cc2)CC1	0.2	5.5	-8.5	-0.1
Cc1ccc(NC(=O)CN(c2ccc(Cl)c(Cl)c2)S(C)(=O)=O)cc1C	-1.8	-8.6	-1.8	0.1
COc1ccc(NC(=O)CSc2nc3n[nH]c(C)c3c(=N)n2-c2ccc(Cl)c(C)c2)cc1OC	1.6	0.1	-2.1	0.0
O=S(=O)(c1ccccc1)N1CCC(c2nc(-c3cccs3)no2)CC1	-0.5	-2.4	-0.7	0.1
CC(NC(=O)OCc1ccc([N+](=O)[O-])cc1)(C(F)(F)F)C(F)(F)F	0.6	0.5	-8.6	-0.1
COc1ccc(C(=O)CSc2c(C(C)C)cnc3c2c(=O)n(C)c(=O)n3C)cc1	-1.3	3.3	9.1	-0.6
CCCCn1c(=O)c2c(nc3n2CC(C)CN3c2ccccc2OC)n(C)c1=O (stereo not drawn)	0.7	-8.9	2.0	-0.4
Cc1nn(-c2ccccc2)c(C)c1CC(=O)N1CCc2nnc(Cc3ccccc3)n2CC1	-1.1	-8.2	-8.9	-0.1
CC(=O)Nc1ccc(C(=O)Nc2ccc(O)cc2)cc1	-1.9	-0.8	11.6	0.1
CCOC(=O)c1sc(NC(=O)C(C)Sc2nnc(CNC(=O)COc3ccc(Cl)cc3)n2C)c(C(=O)OCC)c1C (stereo not drawn)	0.4	-4.2	-5.9	-0.1
CCOc1c(O)ccc(C2NC(=O)NC(C)=C2C(=O)Nc2ccccc2C)c1[N+](=O)[O-] (stereo not drawn)	-1.7	6.1	8.5	0.1
CC(=O)Oc1ccc2c(C)c(Cc3ccccc3)c(=O)oc2c1C	-1.0	-2.5	-2.0	0.0
Cc1cc(O)cc(C)c1NC(=O)c1ccc([N+](=O)[O-])cc1	-0.3	14.3	0.5	0.5
Cc1ccccc1-n1nc2c(c1NC(=O)c1ccc(S(=O)(=O)N(C)C)cc1)CS(=O)(=O)C2	0.2	6.3	-2.7	0.1
COc1ccc(-n2nc3c(c2NC(=O)c2ccc(C)c([N+](=O)[O-])c2)CSC3)cc1	-0.3	12.7	0.4	-0.1
O=C(c1cc([N+](=O)[O-])cc([N+](=O)[O-])c1)N1CCCc2ccccc21	1.5	10.6	5.7	-0.7
Cc1c(C(=O)NCc2c(F)cccc2F)c(=O)oc2ccccc12	-0.4	11.9	6.2	-0.1
Cn1c(SCC(=O)NCCO)nc2sc3c(c2c1=O)CCCC3	2.3	8.9	1.9	-0.1
COc1ccc(-c2coc3cc(O)ccc3c2=O)cc1OC	-0.1	0.2	-5.2	-0.1
COc1cccc(NC(=O)c2cc3c(=O)n4cccc(C)c4nc3s2)c1	0.5	-3.6	-5.5	-0.1
CCCOc1ccccc1C1NC(=O)N(C)C(C)=C1C(=O)OC (stereo not drawn)	2.8	5.3	-7.6	0.0
Cc1cccc(CC(=O)Nc2cnn(-c3cccc(C(=O)Nc4ccc(F)c(Cl)c4)c3)c2)c1	1.7	7.5	0.0	0.1
Cc1ccc(C(=O)N/C(=C\c2cccc([N+](=O)[O-])c2)C(=O)N2CC3CC(C2)c2cccc(=O)n2C3)cc1 (stereo not drawn)	0.1	26.8	4.6	0.1
O=C(c1ccc(Cl)nc1)N1CCCCCC1	-1.9	9.8	7.1	0.5
Next entries
SMILES	GPR151 activ	MITF inh	TEAD-YAP block	FBW7 act
CN(C)S(=O)(=O)c1ccc(C(=O)Nc2ccc(S(N)(=O)=O)cc2)cc1	-0.1	11.0	5.3	0.0
CCNc1nc(NCCc2ccc(OC)cc2)c2ncn(C(C)C)c2n1	-1.1	-3.9	-3.5	-0.1
CCCCOc1ccccc1C=C1C(=O)NC(=S)NC1=O	-0.1	21.6	-7.0	0.1
COc1ccc(C2C(C(=O)N3CCC(C)CC3)CC(=O)N2c2ccc(OC)cc2)cc1 (stereo not drawn)	0.8	-10.1	0.7	-0.1
CCOc1ccc2nc3sc(C(=O)Nc4ccccc4)c(N)c3cc2c1	-0.4	7.7	-20.2	0.0
O=C(Nc1ccc(-c2ccccc2)cc1)c1ccc(F)cc1	1.4	-20.5	-22.0	0.1
Cc1ccc(NC(=O)CC2C(=O)OCC3CCCCN32)cc1Cl (stereo not drawn)	1.2	1.2	2.7	-0.1
CCOc1ccccc1C(=O)Nc1ccc(C(=O)OCCOC)cc1	-1.0	4.1	-2.2	-0.1
Cc1ccc(S(=O)(=O)c2c(Cl)sc(=O)n2C)cc1	0.3	-2.1	-14.1	-0.3
O=C(NC1CC1)c1cnc(Nc2ncccn2)s1	-1.5	20.8	3.7	0.0
CC(=O)NC(CC(C)C)c1nnc2n1CCN(C(=O)c1ccnc(Cl)c1)CC2 (stereo not drawn)	-0.7	-5.2	-1.0	-0.1
CN(Cc1ccccc1)C(=O)C1CCN(CC2CC=CCC2)CC1 (stereo not drawn)	0.7	44.2	-2.0	0.0
Cc1sc2ncnc(SCC(=O)c3cccs3)c2c1C	0.9	11.1	-42.2	0.6
CC(C)c1ccc2oc(-c3ccc(NC(=O)c4cccc(Br)c4)cc3)nc2c1	-1.0	13.9	4.6	-0.1
CC(C(=O)Nc1ccccc1)N(c1ccccc1)S(C)(=O)=O (stereo not drawn)	0.4	10.7	-3.3	0.0
C#CCOC(=O)c1sc2ccccc2c1Cl	0.1	-4.7	2.1	-0.1
C=CCNC(=O)c1cc2c(=O)n3cc(C)ccc3nc2n(CCc2ccccc2)c1=N	-0.3	6.2	4.2	-0.1
CCOC(=O)CC(NS(=O)(=O)c1ccc(C)cc1)c1ccc(OCC)cc1 (stereo not drawn)	-1.3	7.7	11.5	0.2
CCOCC(=O)Nc1c(C(=O)Nc2ccc(F)cc2)oc2cccnc12	-1.5	9.9	-35.6	-0.1
Cc1cc(Cl)ccc1NCC(=O)N/N=C/c1ccncc1	-0.3	14.3	3.7	0.2
Cc1ccc(-c2csc(=Nc3ccccc3)n2CC(C)C)cc1C	1.4	12.2	12.9	-0.1
COc1cccc(-c2nc(C=O)cs2)c1	-0.3	4.9	-1.2	0.0
Cc1ccccc1CC(=O)Nc1cnc2cnc(-c3cn[nH]c3)cn12	2.4	2.2	1.6	0.1
COc1ccccc1CNS(=O)(=O)c1cc(Br)cc2c1N(C(C)=O)CC2	1.7	-5.1	-6.5	0.0
CN1CCN(NC(=O)c2cc(-c3cccc(Cl)c3)nc3ccccc23)CC1	0.9	-4.1	5.9	0.1

Shown with each value named: part of the list above.
Compound: CCCCOc1ccccc1C=C1C(=O)NC(=S)NC1=O
  GPR151 activ: -0.1
  MITF inh: 21.6
  TEAD-YAP block: -7.0
  FBW7 act: 0.1

Compound: COc1ccc(C2C(C(=O)N3CCC(C)CC3)CC(=O)N2c2ccc(OC)cc2)cc1 (stereo not drawn)
  GPR151 activ: 0.8
  MITF inh: -10.1
  TEAD-YAP block: 0.7
  FBW7 act: -0.1

Compound: CCOc1ccc2nc3sc(C(=O)Nc4ccccc4)c(N)c3cc2c1
  GPR151 activ: -0.4
  MITF inh: 7.7
  TEAD-YAP block: -20.2
  FBW7 act: 0.0

Compound: O=C(Nc1ccc(-c2ccccc2)cc1)c1ccc(F)cc1
  GPR151 activ: 1.4
  MITF inh: -20.5
  TEAD-YAP block: -22.0
  FBW7 act: 0.1

Continued.
SMILES	GPR151 activ	MITF inh	TEAD-YAP block	FBW7 act
Cc1ccccc1NCC(=O)N/N=C/c1ccc(Cl)cc1	1.2	9.1	8.9	-0.1
O=C(Nc1ccc(Br)cn1)c1ccccc1	-7.9	-6.3	-83.6	0.8
CCc1nnc(NC(=O)CSc2nc(C(F)(F)F)cc(C)c2C#N)s1	0.0	-3.0	-46.3	0.1
O=C(Cc1ccccc1)NCc1nnc2n1CCN(Cc1cccc(OCCO)c1)CC2	-0.7	8.3	-6.0	0.1
Cc1ccc(CNC(=O)c2c[nH]n3c(=O)cc(C)nc23)cc1	-1.1	10.0	-0.9	-0.1
Cc1ccc(CC2SC(=Nc3ccccc3)NC2=O)cc1 (stereo not drawn)	1.4	3.1	-4.8	0.0
COC(=O)c1c(NC(=O)/C=C/C(=O)O)sc2c1CCC2	-1.0	-8.7	-4.8	0.0
CCN1/C(=C/C=C/c2sc3c(C)cccc3[n+]2CC)Sc2c(C)cccc21	-1.0	32.8	44.4*	0.2
N#CC1=C(N)Oc2c(ccc3ccccc23)C1c1ccccc1 (stereo not drawn)	-1.6	20.6	23.2	1.0
O=C(NCc1nnc(SCC(=O)N2N=C(c3cccs3)CC2c2ccc(F)cc2)n1-c1ccc(F)cc1)c1ccccc1F (stereo not drawn)	0.1	-4.3	19.9	-0.2
CCCNc1ncnc2c1nc(-c1ccc(C(=O)N3CCN(C)CC3)cc1)n2C(C)C	-0.5	10.2	-15.0	0.1
COc1cccc2cc(C(=O)NC(C)=O)c(=Nc3ccccc3F)oc12	-1.9	12.7	-16.8	0.1
O=P(O)(O)C(O)(CCNC(=S)Nc1ccccc1)P(=O)(O)O	-1.0	85.5*	4.1	-0.5
Cc1sc(NC(=O)c2cc3n(n2)C(C(F)(F)F)CC(c2cccs2)N3)c(C(=O)OC(C)C)c1C (stereo not drawn)	0.1	-6.2	0.3	0.0
CCCCCC(=O)CC[C@H]1C(=O)C[C@H](O)[C@@H]1C/C=C\CCCC(=O)O	-0.5	-0.7	nt	nt
O=C1C2C(C(=O)N1c1cccc3ccccc13)C1C=CC2C12CC2 (stereo not drawn)	-1.5	18.3	-8.7	0.0
COc1ccc(N(C(=O)C23CC4CC(CC(C4)C2)C3)C2C=CS(=O)(=O)C2)c(OC)c1 (stereo not drawn)	0.2	0.8	-0.7	0.1
COc1cc(OC)cc(C(=O)Nc2cc(C)on2)c1	-4.6	25.2	3.5	0.4
CC(C)[C@H]1NC(=O)[C@H]2CN(Cc3ccccc3Cl)CCN2C1=O	1.4	10.5	3.2	-0.1
CCC(=O)N1CCN(c2ccc(NC(=O)COc3ccccc3C)cc2)CC1	-0.1	13.8	1.7	-0.2
O=C(CSc1nc2ccccc2s1)OCC(=O)N1CCc2ccccc21	-1.9	-3.5	-1.2	0.1
O=C(Nc1ccc(Cl)cc1Cl)c1cc2nc(-c3cccs3)cc(C(F)(F)F)n2n1	-2.2	12.1	-6.6	0.2
CCOc1cc(CN2CCC(C(=O)N3CCOCC3)CC2)ccc1O	-0.5	43.3	-0.3	-0.2
CC1C2CC3(C)CC(C(=O)O)(C2)CC1(C)C3 (stereo not drawn)	-0.5	-11.7	-5.3	-0.1
Cc1ccc(N(CC(=O)Nc2ccccc2C(C)C)S(C)(=O)=O)cc1C	-0.9	16.6	3.4	0.1

Shown with each value named: four of the compounds above
O=P(O)(O)C(O)(CCNC(=S)Nc1ccccc1)P(=O)(O)O
  GPR151 activ = -1.0
  MITF inh = 85.5*
  TEAD-YAP block = 4.1
  FBW7 act = -0.5
O=C(CSc1nc2ccccc2s1)OCC(=O)N1CCc2ccccc21
  GPR151 activ = -1.9
  MITF inh = -3.5
  TEAD-YAP block = -1.2
  FBW7 act = 0.1
COc1cc(OC)cc(C(=O)Nc2cc(C)on2)c1
  GPR151 activ = -4.6
  MITF inh = 25.2
  TEAD-YAP block = 3.5
  FBW7 act = 0.4
O=C(NCc1nnc(SCC(=O)N2N=C(c3cccs3)CC2c2ccc(F)cc2)n1-c1ccc(F)cc1)c1ccccc1F (stereo not drawn)
  GPR151 activ = 0.1
  MITF inh = -4.3
  TEAD-YAP block = 19.9
  FBW7 act = -0.2

Other records:
SMILES	GPR151 activ	MITF inh	TEAD-YAP block	FBW7 act
N#Cc1c(N)nc(SCC(=O)OCc2ccccc2)c(C#N)c1-c1ccc(O)cc1	0.2	-9.5	-2.8	-0.1
CCOc1ccccc1N(C)C(=O)C1CCN(S(=O)(=O)c2cccc3nonc23)CC1	-0.9	-5.1	11.3	0.0
Cc1c(NC(=O)c2ccc(F)cc2)c(=O)n(-c2ccccc2)n1C	-0.3	-13.1	2.5	-0.2
CCOc1ccc(CN2CCN(S(=O)(=O)c3ccc(NC(C)=O)cc3)CC2)cc1OC	-0.3	25.1	-1.1	0.0
C=CCn1c(NC(C)=O)c(S(=O)(=O)c2ccccc2)c2nc3ccccc3nc21	0.0	-16.5	-4.5	-0.1
CCOC(=O)C1=C(C)N=c2s/c(=C\c3ccc(F)cc3)c(=O)n2C1c1ccccc1OC (stereo not drawn)	-0.7	-2.6	5.8	-0.1
CCC(=O)Oc1ccc2c(c1)nc(C)n2CC	-0.8	3.5	-46.4	1.1
CCNc1nc(NCC)n2c(SCC(=O)OCC)nnc2n1	26.0*	-1.0	11.2	0.0
COc1ccc(CCNC(=O)CCCCCn2c(SCC(=O)Nc3cc(C)[nH]n3)nc3cc4c(cc3c2=O)OCO4)cc1OC	-1.4	0.6	-0.7	-0.1
Nc1ccc2nc(NC(=O)C34CC5CC(CC(C5)C3)C4)sc2c1	-0.7	12.1	-30.3	-0.2
CCOC(=O)c1cccnc1N1CCCC(CCC(=O)NCc2ccc(C)o2)C1 (stereo not drawn)	-0.8	-12.5	1.3	-0.2
COc1c(Cl)cc(Cl)cc1C(=O)Nc1ccccc1N1CCN(C(C)=O)CC1	2.5	8.0	9.8	-0.1
Cc1ccc(S(=O)(=O)/N=C(\CN2CCCCC2)N2CCCCC2)cc1	5.4*	4.5	1.9	0.0
CCC(=O)NC(c1nnc2n1CCN(Cc1ccc(C)cc1)CC2)C(C)C (stereo not drawn)	-1.1	7.0	4.7	-0.1
O=C(CSc1nc2ccccc2[nH]1)Nc1ccc2nc(SCC(=O)Nc3ccccc3)sc2c1	-0.4	10.8	5.1	0.0
N#CC1=C(N)C(C#N)(C#N)C(c2ccc(F)cc2F)C2CN(Cc3ccccc3)CC=C12 (stereo not drawn)	1.2	9.3	5.1	0.2
C=CCNC(=O)c1ccccc1NC(=O)c1ccc(F)cc1	0.2	6.8	11.5	-0.1

From PubChem
